SENP6 inh: SENP6 protease inhibition. inhibition, % at 10 µM. Recombinant SENP6 catalytic domain, aminoluciferin luminescence. 1.8% of 330,000 active. AID 2599. Q9GZR1;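 active = inhibition above about 50% at the single tested dose, limit read from the data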;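 also: plate controls were DMSO wells with enzyme for no effect and DMSO wells lacking enzyme for full effect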
HKDC1 inh: blocks human hexokinase HKDC1 activity | Q2TB90 | recombinant HKDC1, G6PDH/diaphorase resazurin coupled fluorescence | inhibition, % at 20 µM | 0.16% of 340,000 active;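 active = inhibition above about 35% when tested at 20 µM, limit read from the data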;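 also: plate controls were DMSO wells with enzyme for no effect and DMSO wells lacking enzyme for full effect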
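Incubation: 90 min at room temperature in dark / Material: recombinant HKDC1 (HK5) hexokinase enzyme, produced in-house / Quantity: enzyme 5 µg/mL final / Compound: one dose of 20 µM, 1% DMSO / Reagent: glucose and ATP substrates / Buffer or medium: Tris pH 8.0 buffer with MgCl2, Tween-20, BSA, BME / Technique: resorufin fluorescence at 613 nm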
PfG6PD inh: PfG6PD (Plasmodium falciparum) enzyme inhibition. PfGluPho enzyme, NADPH resazurin-diaphorase fluorescence. inhibition, % at 20 µM. 0.78% of 350,000 active. AID 504690;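 active = inhibition reaching at least a set limit at 20 µM in the primary screen, cut at about 59% in these data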;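 also: 0% = DMSO wells with substrate and 100% = DMSO wells lacking glucose-6-phosphate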
SENP8 block-1: SENP8 protease inhibition; Q96LD8; purified SENP8, Z-RLRGG-aminoluciferin cleavage, luminescence; inhibition, % at 10 µM; 1.2% of 330,000 active; AID 2540; in the data active = inhibition above about 50%
Target sequence (Q96LD8 whole entry, looked up): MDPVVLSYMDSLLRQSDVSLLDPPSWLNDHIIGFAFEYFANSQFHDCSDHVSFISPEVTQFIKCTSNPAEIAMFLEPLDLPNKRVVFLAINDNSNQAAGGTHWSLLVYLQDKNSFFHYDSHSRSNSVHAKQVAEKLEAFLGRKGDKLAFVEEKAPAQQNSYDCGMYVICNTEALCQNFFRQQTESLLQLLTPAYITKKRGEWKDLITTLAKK
MIN6 prolif: induces beta-cell replication in MIN6 cells | MIN6 cells proliferation, ATPlite luminescence, 48 h; cells starved in 0.2% serum; 100% = growth in 10% serum | AID 2380 | 0.29% of 330,000 active | proliferation, % at 10 µM;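 active = compounds whose signal lies at least 3.5 SD above the mean of all wells on their plate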;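 also: 0% = DMSO-treated cells in low-serum medium and 100% = 10% serum control; some compounds called inactive have numbers as strong as hits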
UBC13 inh: blocks human UBC13 polyubiquitin chain formation. 0.47% of 330,000 active. TR-FRET. AID 485273. inhibition, % at 20 µM. P61088; in the data active = inhibition above about 45%, passing the limit was not always enough
Target sequence (P61088 whole entry, looked up): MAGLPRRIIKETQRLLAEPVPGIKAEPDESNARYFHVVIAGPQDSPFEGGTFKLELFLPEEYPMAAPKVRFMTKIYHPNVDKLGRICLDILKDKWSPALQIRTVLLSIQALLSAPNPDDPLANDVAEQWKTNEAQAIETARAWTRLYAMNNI
SENP1 inh: SENP1 (human) catalytic domain inhibition | Q9P0U3 | recombinant SENP1 catalytic domain, CyPet-SUMO1-YPet FRET cleavage | inhibition, % at 10 µM | 0.21% of 360,000 active;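 active = inhibition at least 30% at 10 µM, raw YFP signal under a set limit, fluorescence ratio 0.5 to 1.5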;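 also: 0% = enzyme with DMSO and 100% = no enzyme wells; some results filed as inactive read as strong as hits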
Target sequence (Q9P0U3 419-644 limits assumed): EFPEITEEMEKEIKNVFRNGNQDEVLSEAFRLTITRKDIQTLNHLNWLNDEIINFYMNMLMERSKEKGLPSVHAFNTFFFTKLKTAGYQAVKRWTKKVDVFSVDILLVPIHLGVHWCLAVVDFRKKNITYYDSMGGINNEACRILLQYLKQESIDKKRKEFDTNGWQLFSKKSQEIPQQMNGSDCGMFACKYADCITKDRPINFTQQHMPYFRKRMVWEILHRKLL
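Assay system – human recombinant His6-tagged SENP1 catalytic domain enzyme · Input – SENP1 enzyme, 20 pM final · Buffer or medium – Tris pH 8 buffer plus EDTA, NaCl, BME, BSA, NP40, catalase · Schedule – 50 min reaction at room temperature · Technique – FRET read of cyan and yellow fluorescence · Control set – no-enzyme wells low, DMSO-plus-enzyme wells high control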
SENP7 inh: inhibitors of human SENP7 protease. inhibition, % at 5 µM. AID 434973. 1.5% of 330,000 active. recombinant SENP7, Z-RLRGG-aminoluciferin luminescence, 40 min;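 active = inhibition above about 50% at the single test dose, limit read from the data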;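 also: plate controls were DMSO with enzyme for no effect and no enzyme buffer wells for full effect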
Target sequence (Q9BQF6 706-1050 limits assumed): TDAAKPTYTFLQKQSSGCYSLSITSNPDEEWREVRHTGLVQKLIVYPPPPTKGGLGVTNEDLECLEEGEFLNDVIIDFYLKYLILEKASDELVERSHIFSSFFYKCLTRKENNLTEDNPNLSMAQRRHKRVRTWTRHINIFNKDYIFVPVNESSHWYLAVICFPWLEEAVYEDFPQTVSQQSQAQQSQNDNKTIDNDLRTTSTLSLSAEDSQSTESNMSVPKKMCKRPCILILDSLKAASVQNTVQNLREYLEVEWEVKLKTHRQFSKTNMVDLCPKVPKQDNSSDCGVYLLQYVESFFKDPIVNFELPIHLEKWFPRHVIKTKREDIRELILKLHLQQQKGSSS
SENP8 block-2: SENP8 (human) protease inhibition | inhibition, % at 20 µM | Q96LD8 | recombinant SENP8, Nedd8 substrate fluorescence | AID 602440 | 0.64% of 360,000 active; in the data active = inhibition mostly above about 40%, no sharp cut-off; inactive = mostly below about 27%
Numbers without * were called inactive.

SMILES	SENP6 inh	HKDC1 inh	PfG6PD inh	SENP8 block-1	MIN6 prolif	UBC13 inh	SENP1 inh	SENP7 inh	SENP8 block-2
CN1c2ccccc2C(=O)C(=C2SCCCS2)S1(=O)=O	-28	5	19	0	2	16	0	4	13
COc1ccccc1C(=O)OCC(=O)NC12CC3CC(CC(C3)C1)C2	-12	-2	-1	-14	10	7	1	-3	20
COc1ccccc1-c1nnc(SC(C)C(=O)Nc2ccc(C(N)=O)cc2)o1 (stereo not drawn)	7	-1	5	4	1	-2	1	-1	12
Cc1ccccc1N/C(SCc1cccc(Br)c1)=C(/C#N)C(N)=O	-20	1	97*	-9	-1	0	-1	-1	13
Cc1ccc(OCc2ccc(-c3ccccc3)cc2)c([N+](=O)[O-])n1	-6	-2	32	-9	0	2	1	-6	10
COC(=O)CNC(=O)c1c(-c2ccccc2Cl)noc1C	-5	-1	-14	-5	0	-3	0	17	24
Cc1cccc(C)c1NC(=O)C(Cl)=C(Cl)Cl	5	-3	-15	9	-4	-1	-1	1	15
O=C(O)C(c1ccccc1)c1ccccc1	7	0	-2	4	-3	0	4	1	7
CCC(C)NC(=O)CCS(=O)(=O)c1ccc(Br)s1 (stereo not drawn)	-6	0	3	2	-2	-7	3	11	26
CCC1=NN2C(=N)/C(=C/c3c(C)nn(-c4ccccc4)c3Cl)C(=O)N=C2S1	12	-1	-20	-5	-2	-17	-32	-9	-14
COc1cc(-c2c(-c3ccc4c(c3)OCO4)noc2-c2ccsc2)ccc1F	-5	1	3	6	-6	4	0	4	9
COc1ccc2cc(C#N)c(SCC(=O)NNC(=O)Cc3ccccc3)nc2c1	4	-3	-7	-11	-2	14	-60	-12	-247
CCOc1cc(/C=C2\N=C(SCC)SC2=O)cc([N+](=O)[O-])c1OC(C)=O	26	9	-7	27	-4	-105	5	3	36
COc1cccc(CNC(=O)c2ccc(C)c(NC3=NC4CS(=O)(=O)CC4S3)c2)c1 (stereo not drawn)	-21	0	-9	-8	0	3	2	0	16
Cc1[nH]n(C)c(=O)c1C(=O)c1c(-c2ccccc2Cl)noc1C	-18	3	13	-4	-4	5	2	-3	5
COc1nc(-c2ccncc2)nc2ccccc12	9	-3	15	-2	6.2*	2	-4	-2	-16
COc1ccc(CCn2c(=N)c(C(=O)NCC3CCCO3)cc3c(=O)n4ccccc4nc32)cc1OC (stereo not drawn)	-9	0	-5	-10	-1	-18	-81	-12	-57
Cc1cc(C)nc(SCNC(=O)c2ccc(F)cc2)n1	5	-4	37	-3	-1	-3	3	4	1
CS(=O)(=O)c1cccc(C(=O)OCC(=O)c2ccc3c(c2)OCCO3)c1	3	-3	4	-7	0	6	0	2	7
CCOc1ccc(/C=N/OCC(=O)NCc2ccc3c(c2)OCO3)cc1OC	-13	-4	-5	-13	-4	-14	0	-10	8

The closing four records of the section above lead into the next.
SMILES	SENP6 inh	HKDC1 inh	PfG6PD inh	SENP8 block-1	MIN6 prolif	UBC13 inh	SENP1 inh	SENP7 inh	SENP8 block-2
COc1ccc(CCn2c(=N)c(C(=O)NCC3CCCO3)cc3c(=O)n4ccccc4nc32)cc1OC (stereo not drawn)	-9	0	-5	-10	-1	-18	-81	-12	-57
Cc1cc(C)nc(SCNC(=O)c2ccc(F)cc2)n1	5	-4	37	-3	-1	-3	3	4	1
CS(=O)(=O)c1cccc(C(=O)OCC(=O)c2ccc3c(c2)OCCO3)c1	3	-3	4	-7	0	6	0	2	7
CCOc1ccc(/C=N/OCC(=O)NCc2ccc3c(c2)OCO3)cc1OC	-13	-4	-5	-13	-4	-14	0	-10	8
O=C(Nc1ccc(CN2CCOCC2)cc1)c1cccc(-c2cc3ccccc3oc2=O)c1	3	-2	4	2	-3	-1	-7	-2	-336
COc1cc2ccccc2cc1C(=O)NC1CCCC1	-22	-3	19	-23	-1	-11	0	-9	-270
Cc1ccc(-n2c(O)c(C=Nc3cc(C)on3)c3ccccc3c2=O)c(C)c1	3	-1	12	-1	0	-2	-32	18	-55
O=C(NC1CCCC1)c1cc(-c2ccccc2O)on1	-9	-3	10	-6	-4	-2	2	-8	-1
CCCOc1ccc(/C=c2\sc3nc(-c4ccco4)nn3c2=O)cc1OCC	-20	-5	-4	-2	-1	-15	-1	-10	-21
COc1cccc(/C=N/NC(=O)NC23CC4CC(CC(C4)C2)C3)c1O	-15	-6	-3	-9	-3	-5	-9	-10	-296
CCc1nnc2n1N=C(c1ccc(OC)cc1)CS2	-11	-9	4	-13	1	-4	-1	-10	9
CCn1c(SCC(N)=O)nnc1-c1cc2c(C)nn(-c3ccccc3)c2s1	7	-4	22	2	3	15	0	3	-30
CCCC(=O)n1nc(-c2ccc(OC)cc2)nc1N	-17	-8	1	-5	2	4	1	2	16
Cc1ccccc1OCC(=O)Nc1ccc(C(=O)Nc2ccccc2C(=O)O)cc1	0	6	-19	-2	-2	0	-3	-5	-4
CC(=O)c1ccc(S(=O)(=O)NCC(=O)Nc2nc3ccccc3[nH]2)cc1	5	1	-7	-1	-3	6	-4	1	-19
CCCNC(=O)Cn1cnc2sc(C(=O)N3CCN(c4ccc(F)cc4)CC3)c(C)c2c1=O	-5	6	1	4	0	3	1	5	10
O=C1C2C(C(=O)N1/N=C/c1cc([N+](=O)[O-])c(O)cc1O)C1C=CC2C12CC2 (stereo not drawn)	3	-3	1	1	-2	-13	4	-2	15
COc1ccc(C)cc1NC(=O)n1ncc2c(C)cccc21	7	5	15	-3	4	7	0	-2	4
O=C(NC1CCN(C(=O)Nc2ccc(F)cc2)CC1)c1ccc(F)cc1	-30	-7	2	-2	1	-4	0	-8	14
O=C(NNC(=S)NC1CCCCC1)c1ccc(Cl)s1	-19	-3	-8	-3	-7	-18	-2	-9	6
[N-]=[N+]=CC(=O)C(c1ccccc1)(c1ccccc1)c1ccccc1	0	3	10	4	1	3	2	3	33
O=C(OCCCN=C1NS(=O)(=O)c2ccccc21)c1ccc([N+](=O)[O-])cc1	-6	-3	-1	0	-1	2	3	7	13
CS(=O)(=O)CCC(C(=O)OCC(=O)c1ccc(Cl)cc1)N1C(=O)c2ccccc2C1=O (stereo not drawn)	0	1	-7	-8	0	-8	2	-7	4
COc1ccc2nc(SCC(=O)N(C)C3CCCCC3)[nH]c2c1	-2	-2	2	-6	-4	2	2	-3	9

Next part, starting with the last 3 of the part before.
SMILES	SENP6 inh	HKDC1 inh	PfG6PD inh	SENP8 block-1	MIN6 prolif	UBC13 inh	SENP1 inh	SENP7 inh	SENP8 block-2
O=C(OCCCN=C1NS(=O)(=O)c2ccccc21)c1ccc([N+](=O)[O-])cc1	-6	-3	-1	0	-1	2	3	7	13
CS(=O)(=O)CCC(C(=O)OCC(=O)c1ccc(Cl)cc1)N1C(=O)c2ccccc2C1=O (stereo not drawn)	0	1	-7	-8	0	-8	2	-7	4
COc1ccc2nc(SCC(=O)N(C)C3CCCCC3)[nH]c2c1	-2	-2	2	-6	-4	2	2	-3	9
Cc1n[nH]c(=S)n(NC(=O)CC(=O)Nn2c(=S)[nH]nc(C)c2=O)c1=O	-14	-6	-4	1	-1	5	0	1	13
CC(C)Cn1c(SCc2nc3ccccc3c(=O)[nH]2)nc2ccccc2c1=O	-29	15	-4	10	2	2	1	0	-10
C=CCn1c(O)c(C=Nc2ccc(Cc3ccncc3)cc2)c(=O)[nH]c1=S	11	6	5	2	0	-16	-43	5	-18
O=C1SCCc2c1n(Cc1ccccc1)c1ccccc21	-16	-6	12	1	1	7	2	7	-42
Cc1cc(C)c(NC(=O)CSc2nc(=O)n3cc(C)ccc3n2)c(C)c1	-12	-5	-3	-7	-4	-6	2	4	-43
Cc1nnsc1C(=O)N/N=C/c1ccccc1Cl	-13	-3	-2	-12	2	8	2	11	1
COc1ccc(C(=O)NC2CC2)cc1OC1CCN(Cc2ccc(Cl)cc2)CC1	-4	-7	-10	0	2	1	-3	-5	2
O=C(CSc1nnc(-c2cccnc2)o1)Nc1ccc(Br)cc1	-9	2	22	-3	2	8	1	7	15
COc1ccc(NC(=O)CN2C(=O)c3ccccc3Sc3ccc(C(=O)N4CCOCC4)cc32)c(OC)c1	9	3	10	-2	0	-5	-2	3	19
CC(Sc1ncnc2sccc12)C(=O)Nc1ccc(S(N)(=O)=O)cc1 (stereo not drawn)	-8	-3	-2	-3	-1	17	-6	10	13
CCCC(=O)OCC(=O)Nc1cc(Cl)ccc1[N+](=O)[O-]	5	-5	-2	-2	1	14	2	-8	10
CC(C)n1cc(CNC(=O)C2CCC(=O)N(Cc3ccccc3F)C2)cn1 (stereo not drawn)	-12	3	-4	-7	2	-2	0	-7	8
NC(=O)C1CCN(c2ncc(C(F)(F)F)cc2Cl)CC1	8	-9	-19	6	-1	-4	0	-1	7
CN(C)C(=O)c1cc(Br)ccc1Cl	2	-10	10	-1	-2	6	1	-1	7
COc1ccc(CN(CC(=O)NCc2ccccc2)C(=O)CCC(=O)Nc2cc(C)ccn2)cc1	-9	-3	0	-5	-2	-3	2	-16	9
O=C(c1cccs1)N1CCc2c([nH]c3ccccc23)C1c1ccccn1 (stereo not drawn)	-13	7	5	-3	-2	10	-17	1	7
O=C(COC(=O)c1cc(=O)[nH]c2ccccc12)NCc1ccccc1	-13	-2	-5	-18	-4	-6	3	-2	-265

Only SENP8 block-2 and PfG6PD inh, for some of the entries so far:
| SMILES | SENP8 block-2 | PfG6PD inh |
| --- | --- | --- |
| O=C(CSc1nnc(-c2cccnc2)o1)Nc1ccc(Br)cc1 | 15 | 22 |
| COc1ccc(NC(=O)CN2C(=O)c3ccccc3Sc3ccc(C(=O)N4CCOCC4)cc32)c(OC)c1 | 19 | 10 |
| CC(Sc1ncnc2sccc12)C(=O)Nc1ccc(S(N)(=O)=O)cc1 (stereo not drawn) | 13 | -2 |

Screening data deposited in PubChem BioAssay by Sanford-Burnham Center for Chemical Genomics.
